# Compound activity as filed in PubChem BioAssay.
# G9a inh = qHTS Assay for Inhibitors of Histone Lysine Methyltransferase G9a; G9a H3K9 monomethylation, AlphaScreen, 2 h; AID 504332, 2011; 350,000 tested, 8.8% active; Potency, µM (highest dose often 102 µM), without a hit: top-dose activity, negative = inhibition, usual class: inhibitors; note: nearly all actives have a fitted effect of over 75% in size
#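 Methyltransferase reactions run at room temperature for 2 h (20 nM enzyme, 500 nM biotin-H3K9 peptide, 20 uM SAM) after a 15 min compound preincubation; product detected by AlphaScreen beads and anti-H3K9me1 antibody.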
# BAZ2B inh = qHTS Assay for Inhibitors of BAZ2B; AID 504333, 2011; AlphaScreen BAZ2B-H3K14Ac peptide displacement; 360,000 tested, 4.4% active; Potency, µM (top dose mostly 114 µM), for inactives: top-dose activity change, negative = inhibition, usual class: inhibitors; Bromodomain adjacent to zinc finger domain protein 2B (Homo sapiens), Q9UIF8; note: nearly all actives have a fitted effect of over 60% in size
# Target sequence (Q9UIF8 whole entry, looked up, the tested form may be a part): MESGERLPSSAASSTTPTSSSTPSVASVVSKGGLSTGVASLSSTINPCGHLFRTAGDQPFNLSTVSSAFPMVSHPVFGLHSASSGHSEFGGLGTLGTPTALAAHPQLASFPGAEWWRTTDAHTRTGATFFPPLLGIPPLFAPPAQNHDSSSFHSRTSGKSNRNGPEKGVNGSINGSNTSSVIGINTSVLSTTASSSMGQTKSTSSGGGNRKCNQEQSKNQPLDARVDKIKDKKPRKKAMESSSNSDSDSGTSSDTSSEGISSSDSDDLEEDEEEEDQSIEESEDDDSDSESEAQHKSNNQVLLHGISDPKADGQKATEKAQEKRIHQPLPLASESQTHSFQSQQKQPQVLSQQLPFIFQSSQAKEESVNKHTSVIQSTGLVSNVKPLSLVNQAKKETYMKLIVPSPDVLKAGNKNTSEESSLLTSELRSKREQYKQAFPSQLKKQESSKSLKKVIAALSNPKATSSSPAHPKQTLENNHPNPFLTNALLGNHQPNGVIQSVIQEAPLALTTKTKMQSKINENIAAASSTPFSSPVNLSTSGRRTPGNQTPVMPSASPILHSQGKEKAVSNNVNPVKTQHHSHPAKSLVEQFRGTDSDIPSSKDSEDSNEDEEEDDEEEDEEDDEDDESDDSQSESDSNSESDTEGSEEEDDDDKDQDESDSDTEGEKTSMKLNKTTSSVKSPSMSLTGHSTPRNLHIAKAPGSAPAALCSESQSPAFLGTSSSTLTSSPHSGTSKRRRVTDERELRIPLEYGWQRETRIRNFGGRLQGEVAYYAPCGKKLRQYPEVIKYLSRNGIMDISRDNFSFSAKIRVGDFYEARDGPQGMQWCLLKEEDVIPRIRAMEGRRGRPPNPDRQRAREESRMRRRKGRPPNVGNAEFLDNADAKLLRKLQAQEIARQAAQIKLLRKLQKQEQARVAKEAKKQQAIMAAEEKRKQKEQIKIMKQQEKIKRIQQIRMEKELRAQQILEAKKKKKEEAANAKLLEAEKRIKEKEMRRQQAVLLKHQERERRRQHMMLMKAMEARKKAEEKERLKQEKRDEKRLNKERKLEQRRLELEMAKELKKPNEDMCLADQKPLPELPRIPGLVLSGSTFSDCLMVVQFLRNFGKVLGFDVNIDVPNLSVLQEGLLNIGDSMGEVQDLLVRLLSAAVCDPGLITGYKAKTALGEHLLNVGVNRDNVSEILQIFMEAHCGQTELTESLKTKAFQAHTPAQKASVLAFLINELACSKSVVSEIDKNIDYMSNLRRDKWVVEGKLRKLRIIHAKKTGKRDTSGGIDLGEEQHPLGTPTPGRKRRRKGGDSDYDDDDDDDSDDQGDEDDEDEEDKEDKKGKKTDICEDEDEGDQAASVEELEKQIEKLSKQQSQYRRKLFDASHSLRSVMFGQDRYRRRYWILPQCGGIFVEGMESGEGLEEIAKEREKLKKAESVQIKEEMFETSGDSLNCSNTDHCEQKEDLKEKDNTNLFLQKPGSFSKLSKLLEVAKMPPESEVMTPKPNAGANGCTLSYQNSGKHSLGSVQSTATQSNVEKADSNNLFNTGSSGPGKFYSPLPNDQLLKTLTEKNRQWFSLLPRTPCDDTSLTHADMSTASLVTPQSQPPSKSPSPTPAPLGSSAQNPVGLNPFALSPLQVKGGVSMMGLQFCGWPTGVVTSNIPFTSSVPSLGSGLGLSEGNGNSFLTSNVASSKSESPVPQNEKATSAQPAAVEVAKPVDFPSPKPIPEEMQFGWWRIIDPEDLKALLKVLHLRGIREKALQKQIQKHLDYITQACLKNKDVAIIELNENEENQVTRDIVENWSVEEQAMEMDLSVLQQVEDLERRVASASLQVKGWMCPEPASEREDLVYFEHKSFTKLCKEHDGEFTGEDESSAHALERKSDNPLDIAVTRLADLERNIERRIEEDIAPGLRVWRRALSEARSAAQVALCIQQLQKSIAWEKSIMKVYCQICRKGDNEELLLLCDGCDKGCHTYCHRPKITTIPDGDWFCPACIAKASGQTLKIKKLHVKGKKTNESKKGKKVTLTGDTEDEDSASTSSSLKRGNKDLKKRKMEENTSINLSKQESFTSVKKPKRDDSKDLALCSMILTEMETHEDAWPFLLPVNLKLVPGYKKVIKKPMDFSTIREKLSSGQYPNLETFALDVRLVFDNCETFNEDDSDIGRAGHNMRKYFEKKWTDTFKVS
#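 Protein-peptide AlphaScreen: BAZ2B 50 nM, b-H3K14Ac 50 nM, 1x PBS pH 7.4 + 0.01% Tween-20. Preincubation 30 min RT; cpd 30 min RT (top 110 uM); beads 20 min RT, light-protected.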
# Active calls of the source: *; ? = inconclusive; . = no result given; [ ] = another dose, or the depositor's remark. Calls come from the whole dose curve; as a rule, active = well fitted inhibition curve with a large enough effect; inconclusive = small, poorly fitted or top-dose-only effect; inactive = no such curve, though single readings can be large or run the other way. % is set by controls: 0 for no effect and ±100 for the full control effect; potency is the fitted concentration of half-maximal effect.
1	CCCC1CC(C(=O)N[C@H](C(C)O)C2OC(SC)[C@@H](O)C(O)C2O)N(C)C1 (stereo partly drawn)
2	N#C/C(C(=O)N1CCOCC1)=c1\s/c(=C/c2ccncc2)c(=O)n1-c1ccccc1
3	COC(=O)C(O)C1C(C)(C)C(OC(C)=O)C2CC3=C4CC(=O)OC(c5ccoc5)[C@]4(C)CCC3[C@@]1(C)C2=O (stereo partly drawn)
4	CCCC[C@H](CC)CN=C(N)NC(N)=NCCCCCCN=C(N)NC(N)=NC[C@@H](CC)CCCC
5	CCCCc1c(O)n(-c2ccccc2)[nH]c1=O
6	CCc1noc(C)c1C(=O)Nc1nnc(C2CCCCC2)s1
screen / no. | 1 | 2 | 3 | 4 | 5 | 6
BAZ2B inh | . | . | . | . | . | .
G9a inh | -46%[2.33 µM] | 6%[59 µM] | -7%[2.33 µM] | ? | 11µM* | 1%

7	CC(=O)OC1C[C@@]2(C)C(c3ccoc3)OC(=O)C3O[C@@]32[C@]2(C)C(OC(C)=O)CC3C(C)(C)C(OC(C)=O)CC(OC(C)=O)[C@@]3(C)C12 (stereo partly drawn)
8	Cc1ccc(C)c(-c2ccc(C(=O)O)o2)c1
9	CCc1ccc2c(O)c3c(cc2c1C(=O)OC)C(=O)c1c(O)ccc(O)c1C3=O
10	Cc1cc(O)c(C=O)c2c1C(=O)Oc1c(C)c(O)c3c(c1O2)C(O)OC3=O (stereo not drawn)
11	CC(C)=CCOc1cc2oc(=O)ccc2cc1O
12	C#CCCCCCCCCCCCC(O)CC(O)CO (stereo not drawn)
screen / no. | 7 | 8 | 9 | 10 | 11 | 12
BAZ2B inh | . | . | . | . | . | .
G9a inh | -16%[2.33 µM] | ? | ? | ? | -19%[2.33 µM] | -9%[2.33 µM]

13	CC(CC(O)C1OC1(C)C)C1CCC2(C)C3=CCC4C(C)(C)C(=O)CCC4(C)C3CC[C@@]12C (stereo partly drawn)
14	Oc1ccc(C2Oc3cc(O)cc(O)c3CC2O)cc1 (stereo not drawn)
15	COc1cc2c(cc1OC)Cc1cc(OC)c(OC)cc1Cc1cc(OC)c(OC)cc1C2
16	CC(C)[C@H]1COC(c2cccc([N+](=O)[O-])c2)=N1
17	COc1cc(C2c3cc4c(cc3C(OC3OC5COC(C)O[C@@H]5C(O)C3O)C3COC(=O)C23)OCO4)cc(OC)c1O (stereo partly drawn)
18	O=C(O)C(O)[C@@](O)(Cc1ccc(O)cc1)C(=O)O (stereo partly drawn)
screen / no. | 13 | 14 | 15 | 16 | 17 | 18
BAZ2B inh | . | . | . | . | . | .
G9a inh | -10%[2.33 µM] | -20%[2.33 µM] | -15%[2.33 µM] | 14%[135 µM] | -4%[2.33 µM] | -8%[2.33 µM]

19	C=CCc1ccccc1OC[C@H](O)CNC(C)C
20	CCOC(=O)C1=C(C(=O)OCC)C(C(=O)OCC)N(S(=O)(=O)C(F)(F)F)c2ccccc21 (stereo not drawn)
21	CC(=O)OC1CC2C(C)(C)C(=O)CC[C@]2(C)C2CC[C@]3(C)C(=CC(=O)OC3c3ccoc3)[C@]12C (stereo partly drawn)
22	CC1(C)C(O)C=C[C@@]2(C)C1CC(=O)O[C@@]1(C)C3=CC(=O)OC(c4ccoc4)[C@]3(C)CCC21 (stereo partly drawn)
23	O=C(CSc1nnc(-c2ccccc2)c2ccccc12)NCC1CCCO1 (stereo not drawn)
24	CCN(CC)CCOC(=O)[C@@H](c1ccccc1)C1CCCCC1
screen / no. | 19 | 20 | 21 | 22 | 23 | 24
BAZ2B inh | . | . | . | . | . | .
G9a inh | -14%[21.5 µM] | -31%[59 µM] | -8%[2.33 µM] | -17%[2.33 µM] | -12% | 2%[21.5 µM]

25	Cc1ccc(C2CC(=O)Oc3cc4c(cc32)OCO4)cc1 (stereo not drawn)
26	CC[C@@H]1OC(=O)[C@H](C)[C@H](O[C@@H]2C[C@](C)(OC)[C@H](O)[C@H](C)O2)[C@H](C)[C@H](O[C@@H]2O[C@@H](C)C[C@@H](N(C)C)[C@@H]2O)[C@](C)(O)C[C@H](C)[C@@H]2N[C@H](COCCOC)O[C@H]([C@@H]2C)[C@]1(C)O
27	O=C(/C=C\c1ccc(O)c(O)c1)O[C@@H]1C[C@](O)(C(=O)O)C[C@@H](O)[C@@H]1O
28	CC(=O)NCCc1ccc(O)c(O)c1
29	CC1(C)OC2CC3C4CCC5=CC(=O)C=C[C@@]5(C)[C@]4(F)C(O)C[C@@]3(C)[C@]2(C(=O)CO)O1 (stereo partly drawn)
30	CC1(C)OC2CC3C4CCC5=CC(=O)CCC5(C)C4(F)C(O)CC3(C)[C@]2(C(=O)CCl)O1 (stereo partly drawn)
screen / no. | 25 | 26 | 27 | 28 | 29 | 30
BAZ2B inh | . | . | . | . | . | .
G9a inh | ? | 32%[21.5 µM] | 0.35µM* | 2µM* | -11%[2.33 µM] | -33%[2.33 µM]

31	COc1ccc(C2/C=C\CC(NC(=O)OCC3c4ccccc4-c4ccccc43)CC(=O)N2Cc2cccc(F)c2)cc1 (stereo not drawn)
32	CC1=C(/C=C/C(C)=C/C=C/C(C)=C/C=C/C=C(C)/C=C/C=C(C)/C=C/C(=O)[C@]2(C)C[C@@H](O)CC2(C)C)C(C)(C)C[C@H](O)C1
33	Cc1cc(O)cc(=O)o1
34	CC(=O)OC1CC(OC(C)=O)[C@]2(C)C(CC(OC(C)=O)[C@@]3(C)C4=CC(=O)OC(c5ccoc5)[C@]4(C)CCC32)C1(C)C (stereo partly drawn)
35	O=C(O)[C@@H]1CSC2(CCSC2)N1 (stereo partly drawn)
36	Cc1ccc(C2CC(=O)Oc3c(C(C)C)ccc(C)c32)cc1 (stereo not drawn)
screen / no. | 31 | 32 | 33 | 34 | 35 | 36
BAZ2B inh | . | . | . | . | . | .
G9a inh | ? | 5%[59 µM] | -16%[2.33 µM] | -29%[2.33 µM] | ? | 58%[activator]

37	CN1CCCC1CCO[C@@](C)(c1ccccc1)c1ccc(Cl)cc1 (stereo partly drawn)
38	O=C(O)c1ccc(-c2ccccc2C(F)(F)F)s1
39	CCn1c(=O)c2[nH]c(-c3ccccc3)nc2n(CC)c1=O
40	CC(=O)OC1CC[C@]2(C)C(CC(OC(C)=O)[C@]3(C)C2CC[C@@]2(C)C(c4ccoc4)OC(=O)C4O[C@]432)C1(C)C (stereo partly drawn)
41	O[C@@](CCN1CCCCC1)(c1ccccc1)[C@@H]1C[C@H]2C=C[C@@H]1C2
42	NCC1O[C@H](O[C@@H]2C(O)[C@H](O[C@H]3OC(CO)C(O)C(N)C3O)[C@@H](N)C[C@H]2N)[C@@H](N)CC1O (stereo partly drawn)
screen / no. | 37 | 38 | 39 | 40 | 41 | 42
BAZ2B inh | . | . | . | . | . | .
G9a inh | ? | ? | 24%[12.7 µM] | -50%[2.33 µM] | 22%[21.5 µM] | -27%[2.33 µM]

43	C#C[C@@]1(OC(C)=O)CC[C@@H]2[C@@H]3CCC4=C[C@@H](OC(C)=O)CC[C@H]4[C@H]3CC[C@]21C
44	O[C@H](c1cc(C(F)(F)F)nc2c(C(F)(F)F)cccc12)[C@H]1CCCCN1
45	NS(=O)(=O)c1ccc(O)c(N2C(=O)c3cccc4c(C(=O)c5ccccc5)ccc(c34)C2=O)c1
46	CC(=O)OC1CC[C@@]2(C)C3CC[C@@]4(C)C(CC5O[C@@]6(CCC(C)CO6)C(C)C54)C3CC[C@@H]2C1 (stereo partly drawn)
47	Cn1c(=O)[nH]c(=O)c2[nH]cnc21
48	O=C(Cc1ccc(Cl)c(Cl)c1)OCCN1CCCC1
screen / no. | 43 | 44 | 45 | 46 | 47 | 48
BAZ2B inh | . | . | . | . | . | .
G9a inh | 17%[21.5 µM] | -2%[21.5 µM] | ? | -9%[2.33 µM] | 6%[2.33 µM] | ?

# Of the compounds above, 3 contain a Cl atom.
30	CC1(C)OC2CC3C4CCC5=CC(=O)CCC5(C)C4(F)C(O)CC3(C)[C@]2(C(=O)CCl)O1 (stereo partly drawn)
37	CN1CCCC1CCO[C@@](C)(c1ccccc1)c1ccc(Cl)cc1 (stereo partly drawn)
48	O=C(Cc1ccc(Cl)c(Cl)c1)OCCN1CCCC1
screen / no. | 30 | 37 | 48
BAZ2B inh | . | . | .
G9a inh | -33%[2.33 µM] | ? | ?

# Continued.
49	COc1cc2c(cc1OC)C1(O)C(=O)c3ccc(O)c(C(=O)O)c3OC1CO2 (stereo not drawn)
50	O=C(/C=C/c1ccccc1)c1ccc(O)cc1
51	COc1cc(C2CC(=O)Oc3cc(C)c(Cl)cc32)cc(OC)c1OC (stereo not drawn)
52	CC(=O)CC(=O)[C@@]1(O)CC[C@@H]2[C@@H]3C=C(C)C4=CC(=O)CC[C@@H]4[C@H]3CC[C@]21C
53	CC(=O)OCC(=O)[C@]1(O)C(OC(C)=O)CC2C3CCC4=CC(=O)C=C[C@@]4(C)[C@]3(F)C(O)C[C@]21C (stereo partly drawn)
54	COc1cc(OC)c2c(c1Cl)OC1(C2=O)C(O)=CC(=O)CC1C (stereo not drawn)
screen / no. | 49 | 50 | 51 | 52 | 53 | 54
BAZ2B inh | . | . | . | . | . | .
G9a inh | -27%[2.33 µM] | -2%[2.33 µM] | 21% | 11%[21.5 µM] | -11%[2.33 µM] | 0%[2.33 µM]

55	Cc1ccc(NC(=O)Cn2c(O)c(N=NC(=O)c3cc([N+](=O)[O-])ccc3O)c3ccccc32)cc1
56	O=C(CN1CCC(NC(=O)c2ccco2)CC1)Nc1ccccc1[N+](=O)[O-]
57	COc1ccc(Cn2c(S(=O)(=O)CC(N)=O)nc3ccccc32)cc1[N+](=O)[O-]
58	Cc1ccc(-n2[nH]c(C)c(C=Nc3ccc(S(=O)(=O)Nc4nccs4)cc3)c2=O)c(C)c1
59	O=[N+]([O-])c1cccc(-c2nc(N3CCOCC3)c3ccccc3n2)c1
60	N=C1/C(=C\c2ccc(OCc3ccccc3)cc2)C(=O)N=C2SC(N3CCCC3)=NN12
screen / no. | 55 | 56 | 57 | 58 | 59 | 60
BAZ2B inh | ? | -2% | -13% | 9% | -3% | -31%
G9a inh | . | . | . | . | . | .

61	COc1cc2c(cc1NC(=O)COC(=O)c1ccccc1)oc1ccccc12
62	O=C(NCc1ccccc1)C1CCCC1
63	CCn1c(=O)c2cc(C(=O)N3CCN(C(=O)c4ccco4)CC3)sc2c2ccccc21
64	CCCCn1c(C)cc2c(c1=O)[C@H]1O[C@](CCCCN3C(=O)c4ccccc4C3=O)(Cc3ccccc31)O2
65	CC1(C)CC(=O)C2=C(C1)O[C@@]1(CCCCN3C(=O)c4ccccc4C3=O)Cc3cc(C#N)ccc3C2O1
66	O=C(COc1ccc2ccccc2c1)Nc1cccc2c1C(=O)NC2=O
screen / no. | 61 | 62 | 63 | 64 | 65 | 66
BAZ2B inh | -14% | 3% | -19% | -6%[22.9 µM] | -2%[22.9 µM] | -2%
G9a inh | . | . | . | . | . | .

# Exported field by field: entries from further up
2	N#C/C(C(=O)N1CCOCC1)=c1\s/c(=C/c2ccncc2)c(=O)n1-c1ccccc1
  BAZ2B inh = . | G9a inh = 6%[59 µM]
39	CCn1c(=O)c2[nH]c(-c3ccccc3)nc2n(CC)c1=O
  BAZ2B inh = . | G9a inh = 24%[12.7 µM]
62	O=C(NCc1ccccc1)C1CCCC1
  BAZ2B inh = 3% | G9a inh = .

# Remaining list, next part:
67	CO/N=C(/C(=O)N[C@@H]1C(=O)N2C(C(=O)O)=CCS[C@H]12)c1cnc(N)s1
68	Cc1ccc(Nc2nc(-c3sc(NC(=O)c4ccc([N+](=O)[O-])cc4)nc3C)cs2)cc1
69	O=C(CN1CCOCC1)N1CCN(c2ccc3ccccc3n2)CC1
70	COc1ccc(NS(=O)(=O)c2ccc(NC(=O)c3cnn4c(C(F)F)cc(-c5ccc(C)cc5)nc34)cc2)cc1
71	CCOc1cc(/C=C2\C(=O)N(c3cccc(C(=O)O)c3)N=C2C(F)(F)F)ccc1OCC(=O)Nc1ccccc1OC
72	CC(C)COc1ncnc2c1sc1nc3c(cc12)COC(C)(C)C3
screen / no. | 67 | 68 | 69 | 70 | 71 | 72
BAZ2B inh | 6% | 45µM* | ? | 7% | 50µM* | 1%
G9a inh | . | . | . | . | . | .

# The list is partial, so the mix of outcomes need not match the whole.
